From PubChem BioAssay
CRFR2-BP antag = antagonists of CRF-BP/CRF-R2 complex, primary screen, cell-based, HEK293, calcium dye fluorescence, uHTS; AID 588475, 2011; CRF-induced calcium fluorescence; 350,000 compounds, 0.59% hits; inhibition, % at 11.8 µM;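 active means inhibition of the ligand-induced calcium signal above about 50% at the single tested concentration, limit read from the data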
HCV NS3 hel inh = inhibitors of HCV NS3 helicase, primary screen, biochemical, Cy5 molecular beacon fluorescence. NS3 helicase DNA unwinding. 290,000 compounds, 0.56% hits. AID 1800, 2009. inhibition, % at 10.9 µM;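 active means inhibition above the mean of all tested compounds plus 3 SD, set per campaign, cut at about 35% in these data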;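 further: 0% = DMSO wells and 100% = thioflavine S control wells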
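Control set: DMSO versus 110 µM thioflavine S; Material: NS3 helicase fragment of HCV; Measured by: Cy5 fluorescence at 0 and 60 min, beacon hairpin quenching; Read-out basis: percent inhibition from t60/t0 fluorescence ratio; Times: reaction time 60 min, 25 °C; Repeats: single replicate; Compound dosing: single dose, 10.9 µM nominal final, DMSO 0.8% final.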
SUMO HTRF inh = inhibitors of in vitro SUMOylation cascade, primary screen, biochemical, HTRF, uHTS; inhibition, % at 35 µM; HTRF SUMOylation assay, SAE1/SAE2 + UBC9; AID 2006, 2009; 290,000 compounds, 0.36% hits; in the data active means inhibition above about 50%, passing the limit was not always enough; further: strong numbers were not always called active
IDE act = human IDE activators in live cells, primary screen, fluorescence polarization, HEK cells, FAbeta-B substrate | FAbeta-B cleavage; 0% vehicle, 100% cell-free pure enzyme wells | activation, % at 5.96 µM | 340,000 compounds, 0.073% hits | AID 493087, 2011;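 active means activation above the mean of all tested compounds plus 3 SD, set per screening campaign, cut at about 17% in these data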
Target sequence (P14735 whole entry, looked up): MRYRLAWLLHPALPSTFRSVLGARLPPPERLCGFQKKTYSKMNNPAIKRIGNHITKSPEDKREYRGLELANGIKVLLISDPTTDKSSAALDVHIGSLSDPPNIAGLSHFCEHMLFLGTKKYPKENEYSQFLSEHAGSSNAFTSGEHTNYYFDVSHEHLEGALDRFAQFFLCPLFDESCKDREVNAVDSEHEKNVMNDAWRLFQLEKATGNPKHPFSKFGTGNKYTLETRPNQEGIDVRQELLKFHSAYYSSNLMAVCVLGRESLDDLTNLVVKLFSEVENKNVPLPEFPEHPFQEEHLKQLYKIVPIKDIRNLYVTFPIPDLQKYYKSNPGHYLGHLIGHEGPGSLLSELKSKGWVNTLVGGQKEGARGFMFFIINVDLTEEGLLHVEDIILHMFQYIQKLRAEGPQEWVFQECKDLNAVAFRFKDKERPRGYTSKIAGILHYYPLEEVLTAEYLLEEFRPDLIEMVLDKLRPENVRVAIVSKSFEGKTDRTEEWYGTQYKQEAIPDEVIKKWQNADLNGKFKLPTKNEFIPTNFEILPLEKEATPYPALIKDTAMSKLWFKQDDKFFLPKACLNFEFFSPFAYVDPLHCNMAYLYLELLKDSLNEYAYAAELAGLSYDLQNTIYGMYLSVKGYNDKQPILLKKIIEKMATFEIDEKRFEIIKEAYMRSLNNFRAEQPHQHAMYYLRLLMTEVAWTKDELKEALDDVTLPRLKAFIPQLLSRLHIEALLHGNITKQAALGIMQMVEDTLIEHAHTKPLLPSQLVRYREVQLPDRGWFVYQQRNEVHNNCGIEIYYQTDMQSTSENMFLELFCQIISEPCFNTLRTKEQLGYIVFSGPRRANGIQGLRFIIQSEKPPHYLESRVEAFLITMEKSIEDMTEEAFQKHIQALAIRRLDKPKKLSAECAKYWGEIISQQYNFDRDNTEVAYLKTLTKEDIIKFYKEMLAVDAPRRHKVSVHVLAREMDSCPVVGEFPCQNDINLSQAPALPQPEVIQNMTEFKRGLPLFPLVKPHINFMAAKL
pCIP destab = p/CIP-EGFP fusion destabilizers, primary screen, fluorescence, F442A cells | Q05BA5 | 16 h | decrease of EGFP signal, % at 10 µM | 290,000 compounds, 0.01% hits | AID 1984, 2009;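 active means EGFP signal decrease of at least 30% at 10 µM or well 3 SD below plate mean, unless failing retest; inactive means the rest, including hits failing retest or dose response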; further: some compounds called inactive have numbers as strong as hits; many of its hits are not listed in these tables
IMP-1 inhibitor = IMP-1 metallo-beta-lactamase inhibitors, primary screen, biochemical, epi-absorbance readout, Pseudomonas aeruginosa enzyme | purified IMP-1, nitrocefin hydrolysis, epi-absorbance fluorescence | inhibition, % at 5.6 µM | 290,000 compounds, 0.45% hits | AID 1556, 2009 | metallo-beta-lactamase IMP-1 (Pseudomonas aeruginosa);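 active means inhibition above the mean plus 3 SD of all compounds in the same screening run, cut at about 4.5% in these data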;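 further: 0% = IMP-1 with DMSO and 100% = DMSO wells lacking enzyme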
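Material – recombinant IMP-1 enzyme, purified · Amount – IMP-1 0.2 nM before substrate addition · Medium – HEPES buffer pH 7.1 with ZnSO4 and Brij 35 · Timing – 25 °C, 15 min preincubation, 25 min reaction · Measured by – plate fluorescence quenching by hydrolysis product, ex 480/em 530 nm · Read-out – percent enzyme inhibition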
IDE inh = human IDE inhibitors in live cells, primary screen, fluorescence polarization, HEK cells, FAbetaB substrate; FAbetaB cleavage; 320,000 compounds, 0.41% hits; AID 434962, 2010; inhibition, % at 5.59 µM; Insulin-degrading enzyme (Homo sapiens), P14735;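 active means percent inhibition above the average of all tested compounds plus 3 SD, set per screening campaign, cut at about 16% in these data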;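 further: IDE supplied by intact live HEK cells; FP after avidin binding of uncleaved biotin substrate so inhibition keeps polarization high; 0% = DMSO wells and 100% = 60 µM reference IDE inhibitor Ii1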
VIM-2 inhibitor = VIM-2 metallo-beta-lactamase inhibitors, primary screen, biochemical, epi-absorbance readout, Pseudomonas aeruginosa enzyme. 290,000 compounds, 0.89% hits. AID 1527, 2009. inhibition, % at 5.6 µM. purified VIM-2, nitrocefin hydrolysis, epi-absorbance fluorescence;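 active means inhibition above the mean of all tested compounds plus 3 SD, cutoff set per screening run, cut at about 7.5% in these data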;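 further: red hydrolysis product quenches plate fluorescence so inhibitors raise well fluorescence; 0% = enzyme with DMSO and 100% = DMSO without enzyme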
GalR3 antag = GalR3 antagonists in HEK293 cells, primary screen, cell-based, fluorescence readout | inhibition, % at 3 µM | AID 651719, 2012 | Galanin receptor type 3 (Homo sapiens), O60755 | 360,000 compounds, 0.44% hits | HEK293 GalR3-CNG cAMP membrane potential fluorescence; galR3 body fused to GalR1 C-terminus;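 active means inhibition above the screen-wide average plus 3 SD, cut at about 13% in these data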;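 further: forskolin and galanin both at EC90 stimulate the cells; cAMP rise reported by CNG channel membrane potential dye signal; 0% = forskolin plus galanin with DMSO and 100% = forskolin alone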
An asterisk follows results filed as active; . = no result given.

SMILES	CRFR2-BP antag	HCV NS3 hel inh	SUMO HTRF inh	IDE act	pCIP destab	IMP-1 inhibitor	IDE inh	VIM-2 inhibitor	GalR3 antag
Cc1onc(-c2c(Cl)cccc2Cl)c1C(=O)NCCc1ccc(S(N)(=O)=O)cc1	13	-2	4	6	-16	1.6	0	-2.3	-6
N#Cc1c(C(F)(F)F)cc(Cc2ccccc2)nc1SCC(=O)NCC(=O)O	-8	.	.	0	.	.	2	.	-3
Cn1ccnc1SCC(=O)NC1CCCCC1	-17	-7	6	2	1	-0.3	-1	2.0	-1
COCCCNC(=O)C(=O)Nc1ccc2c(c1)N(S(=O)(=O)c1cccs1)CCC2	5	.	.	1	.	.	0	.	16*
O=C(Nc1cc(-c2ccccc2)nn1-c1c(Cl)cccc1Cl)c1ccc(F)cc1	6	.	.	7	.	.	2	.	-2
CCCCC(Sc1nc(N)c(NC(=O)c2ccco2)c(=O)[nH]1)C(=O)O (centres undefined)	-5	10	14	0	0	12*	5	12*	2
CC(C)CNC(=O)NC(=O)COC(=O)c1ccccc1Sc1ccc(C(F)(F)F)cc1[N+](=O)[O-]	-56	5	-20	5	6	-3.2	-1	-0.2	0
O=C(c1ccccc1)c1ccc(OC(=O)N2CCOCC2)cc1	25	-6	-21	4	-6	-1.2	0	-3.7	-8
C#Cc1ccc([C@H]2C=C(C(=O)N3CCN(Cc4ccccc4)CC3)O[C@@H](OCc3ccc(CO)cc3)C2)cc1	2	-19	13	1	-5	-0.6	4	-2.9	1
O=C(CCCN1C(=O)/C(=C\c2cccs2)SC1=S)NNC(=O)c1cccnc1	-6	3	4	-1	0	1.4	0	-1.2	6
Cc1ccc(S(=O)(=O)N2CCCC2C(=O)Nn2cnnc2)cc1 (centres undefined)	12	6	6	0	-2	-2.0	-4	-2.3	0
Cc1cc(C)n(CCNC(=O)CCc2nnc(CCc3ccccc3)o2)n1	-5	-4	14	3	-12	-1.1	-2	0.8	-3
CC(/C=N/n1c(-c2cc(C)[nH]n2)n[nH]c1=S)=C\c1ccccc1	-7	8	3	-2	6	-4.9	10	0.4	0
CCOc1ccc(/C=C2\SC(N3CCCCC3)=NC2=O)cc1	-28	-3	0	0	0	-0.9	-1	-0.8	3
COc1ccccc1CCNC(=O)C(=O)Nc1cc2c3c(c1)CC(=O)N3CCC2	16	.	.	5	.	.	-2	.	-2
CCC(=C(c1ccc(OC)cc1)c1ccc(OC)cc1)c1cn(CC(O)CN(CCO)CCO)c2ccccc12 (centres undefined)	-11	-62	4	11	-12	-3.0	-1	-2.5	-6
CC(=O)N1CCN(C(=O)COC(=O)c2oc3ccccc3c2C)CC1	-9	.	.	-2	.	.	2	.	-5
N#CCCn1cc(C(=O)Nc2ccc(C(=O)O)cc2)c(-c2cccc(Br)c2)n1	-17	24	-2	5	0	0.3	5	-2.0	0
Cc1cc(NC(=O)CCC(=O)N(Cc2ccccc2)C2(C(=O)NC3CCCCC3)CCCC2)no1	-16	-4	22	10	-1	-1.6	3	2.0	-2
O=C1Nc2ccc(Cl)cc2[C@@](C#CC2CC2)(C(F)(F)F)O1	.	-13	1	.	-10	-1.6	-4	-3.1	.
Cc1ccc(C)c(CSC2=NCCN2C(=O)c2cccs2)c1	7	-3	-15	0	6	1.0	-4	-2.1	-7
CCCNC(=S)Nc1ccc(Oc2ccccc2)cc1	13	3	2	1	0	-2.4	8	-1.7	-4
Cc1cccc(NC(=O)CSc2nnc(-c3ccco3)o2)c1C	-10	-1	3	0	0	-3.1	7	-4.2	-1
CCN(CC)S(=O)(=O)c1cc(C(=O)Nc2cc(C)[nH]n2)ccc1Cl	-4	-4	14	1	1	-0.5	-4	-1.9	.
O=C(CSc1ncnc2nc[nH]c12)Nc1ccc(Br)cc1Cl	-11	-4	19	1	-1	-2.1	8	6.5	6
COc1ccc(CCNc2nc(C)cc(C)n2)cc1OC	17	-3	-1	3	3	0.9	-5	0.6	-9
N#Cc1c(NC(=O)CN2C(=O)c3ccccc3C2=O)oc(-c2ccccc2)c1-c1ccccc1	0	7	.	6	.	-6.2	4	-5.8	-6
Cc1ccc(S(=O)(=O)Nc2ccc3c(c2)nc2n3CCN(Cc3ccccc3)C2)cc1	-23	-17	36	-2	-4	-5.8	1	-2.6	-6
CCC(C)NC(=O)c1oc2ccc(S(=O)(=O)N3CCC4(CC3)OCCO4)cc2c1C (centres undefined)	-3	3	17	3	-19	-1.8	-1	-2.7	-10
Cc1[nH]c2ccccc2c1Cc1nnc(SCc2ccccc2)o1	26	-11	13	3	0	-3.0	0	-0.6	-1
COc1ccccc1OCCCN1C(=O)C(=O)c2cccc(C)c21	1	6	13	-6	-12	-2.4	7	-5.3	3
COc1ccc(CCNC(=O)C(=O)NCC2OCCN2S(=O)(=O)c2ccc(Cl)cc2)cc1 (centres undefined)	15	-11	-3	2	-15	-2.5	-1	-2.0	.
CCCCNC(=O)c1ccc2c(c1)ncn2C1CCCC1	19	-15	9	7	-6	-3.2	0	-1.8	-6
COc1ccccc1CNC(=O)C1CCN(S(=O)(=O)c2cccc([N+](=O)[O-])c2)CC1	6	-4	-12	0	-13	-2.7	0	-3.9	-7
CN1CCN(C(=O)/C=C\c2ccc(Cl)cc2)CC1	2	-4	3	-1	7	-2.1	9	-1.9	-4
Cc1cnc(CNC(=O)C2CCC(=O)N(Cc3ccc(Cl)cc3)C2)[nH]1 (centres undefined)	-2	-6	4	-4	-4	-3.2	5	-5.2	0
Cc1ccc(N(NC(=O)C(O)(c2ccccc2)c2ccccc2)C(=O)CCl)cc1	25	-6	9	-1	-16	-3.5	-1	-3.7	-4
COc1ccccc1NC(=O)c1ccc(S(=O)(=O)N(C)C)cc1	-9	-6	8	0	-6	-1.3	4	-3.0	0
Cc1ccc(C(=O)N2CCC(N3CCC(C(=O)N4CCOCC4)CC3)CC2)cc1C	-4	2	-1	5	7	-4.3	1	-1.0	-2
CC(=O)c1cccc(OCC(O)CNCC2COc3ccccc3O2)c1 (centres undefined)	4	3	20	3	-15	1.3	-6	0.3	-11
Fc1ccc(CSc2ccc(-c3ccco3)nn2)cc1	1	16	17	5	5	-2.9	3	-3.7	7
COC(=NC(C)C)NC(C)C	22	4	20	.	-2	-1.2	-2	-0.1	-5
COc1cc2c(cc1NC(=O)CSc1ccc(C)cc1)oc1ccccc12	0	-3	-22	9	5	-0.6	3	-1.5	-6
Cc1ccc(C(=O)Nc2cccc(C(F)(F)F)c2)cc1Nc1cnccn1	17	.	4	-5	3	.	-1	.	4
O=C(c1ccco1)N1CCN(C(c2ccc(F)cc2)c2nnnn2Cc2cccs2)CC1 (centres undefined)	-9	-4	-11	-1	-2	-3.6	15	0.7	-6
CCC(CC)COC(=O)C1=C(C)NC(=O)NC1c1ccc(N(C)C)cc1 (centres undefined)	7	-3	3	-2	-12	-2.8	-2	-1.0	2
CC(=O)Nc1ccc(S(=O)(=O)Nc2ccc(Cc3ccncc3)cc2)cc1	-7	-6	-9	7	4	-4.6	1	-5.2	-8
CCC(Oc1ccccc1)C(=O)Nc1ccccn1 (centres undefined)	40	3	13	3	-10	-1.4	-2	-3.5	-5
CC1CC(C)(C)N(C(=O)CN2CCN(C)CC2)c2ccccc21 (centres undefined)	-9	-3	-5	6	13	1.5	6	0.3	-10
Cc1ccc(/C=N/NC(=S)Nc2cccc(S(=O)(=O)N(C)C)c2)o1	83*	8	10	3	-4	-3.9	-6	-1.4	1

Next part.
SMILES	CRFR2-BP antag	HCV NS3 hel inh	SUMO HTRF inh	IDE act	pCIP destab	IMP-1 inhibitor	IDE inh	VIM-2 inhibitor	GalR3 antag
CCc1cc(C(=O)N2CCCC(CCC(=O)N3CCN(c4ccccn4)CC3)C2)no1 (centres undefined)	16	6	0	-6	-17	-2.4	2	-1.7	-3
Cc1ccc(/C=N/NC(=O)c2cccc(S(=O)(=O)Nc3ccccc3Cl)c2)s1	4	14	5	0	-11	-4.3	6	-2.8	-2
Cc1[nH]c2ccccc2c1SCC(=O)O	-2	2	-10	0	-3	-3.0	-7	-1.0	-1
O=C(NCc1cc([N+](=O)[O-])ccc1O)c1cccc(NS(=O)(=O)c2ccccc2)c1	1	-3	-4	-2	-19	-2.0	-1	-2.8	0
CCc1ccc(C(=O)CSc2n[nH]c(-c3ccncc3)n2)cc1	-5	6	-2	0	-8	-4.3	0	-3.2	-5
O=C(Oc1ccccc1-c1nnco1)c1ccc(Cl)cc1	15	-3	-3	-3	-3	-4.2	-2	-3.3	-2
COC(=O)c1ccc(Cl)c(NC(=O)CN(c2ccc(OC)c(OC)c2)S(C)(=O)=O)c1	21	-2	-11	1	-10	-4.2	6	-0.2	-2
CSc1ccccc1NC(=O)c1cc2ncc(Br)cn2n1	-20	3	27	1	0	-2.8	-3	-2.4	-7
CC(=O)Cn1c(N2CCC(Cc3ccccc3)CC2)nc2c1c(=O)[nH]c(=O)n2C	-20	0	12	1	-9	-1.6	9	-0.9	-3
COc1ccc(CN2CCN(CCCc3ccccc3)C(CCO)C2)c(OC)c1 (centres undefined)	-1	-23	20	1	-110	-1.5	-1	1.7	-6
CCCNC(=O)c1cc(Cl)c(NC(=O)C2=CSCCO2)cc1OC	-1	0	-21	1	3	2.1	-4	-0.1	-1
Fc1cccc(CCN2CCNC[C@H]2Cc2cccc3ccccc23)c1	-9	.	.	-11	.	.	5	.	3
O=C(NC1CCCN(Cc2ccc(Cl)cc2)C1)c1cccc(F)c1 (centres undefined)	1	-5	11	5	-2	-0.6	0	-1.2	-2
Cc1cccnc1CCNCc1c(C(=O)N2C[C@@H](C)O[C@@H](C)C2)nc2ccc(Cl)cn12	-7	-1	2	3	-5	-0.1	-3	-0.3	-4
COc1ccc2cc(Br)ccc2c1CC(=O)NC1CC(C)(C)NC(C)(C)C1	11	-15	15	-2	-21	-4.0	3	-4.0	-9
Cc1[nH]n(-c2ccccc2)c(=O)c1/C=C1\C=NN=C1c1ccccc1	-11	-9	5	5	3	-2.6	11	1.3	-2
CCOC(=O)C1CCN(C(=O)Nc2cccc(Cl)c2)CC1	-32	0	0	3	-8	-4.2	-7	-2.0	-2
